Source: PubChem BioAssay (Southern Research Specialized Biocontainment Screening Center)
tuberculosis growth = growth inhibition of non-replicating M. tuberculosis (AID 488890). Mycobacterium tuberculosis non-replicating, growth inhibition; higher % means a stronger effect. inhibition, % at 25 µM; hits with a dose series show IC50 in µM. 0.39% of 320,000 active; in the data active = a potency from the dose series; inconclusive = inhibition mostly from about 82% at the one dose, without a potency; inactive = the rest, 99 in 100 with inhibition below about 76%;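 also: plate controls were DMSO cells for no effect and high antibiotic wells for full effect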
H1N1 NS1A inhibition = NS1A inhibition, H1N1 influenza, cell based functional assay (AID 504329); NS1A functional cell-based assay, percent inhibition; higher % means a stronger effect; inhibition, % at 12.5 µM, or IC50 in µM where a hit was titrated; 0.3% of 340,000 active; in the data active = a potency from the dose series; inconclusive = inhibition above about 27% without an active follow-up result; also: strong numbers were not always called active
VEEV TC-83 Vero = inhibitors of VEEV TC-83 cytopathic effect, confirmation, Vero cells (AID 588727) | inhibition, % at 20 µM, or IC50 in µM where a hit was titrated | 0.13% of 350,000 active | Vero cells, VEEV TC-83 cytopathic effect inhibition; higher % means a stronger effect; in the data active = a potency from the dose series; inconclusive = inhibition mostly from about 14% at the one dose, without a potency; inactive = the rest, 99 in 100 with inhibition below about 12%; also: strong numbers were not always called active
Salmonella PhoP GFP = Inhibition of PhoP regulon, Salmonella typhi GFP reporter cells, confirmation, 4 h (AID 1850); one-dose inhibition, % at 50 µM; IC50 in µM for titrated hits; Salmonella Typhi PhoP-promoter GFP reporter, fluorescence, 4 h; higher % means a stronger effect; 0.33% of 310,000 active; in the data active = a potency from the dose series; inconclusive = inhibition mostly from about 25% at the one dose, without a potency; inactive = the rest, 99 in 100 with inhibition below about 19%;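 also: 0% = induced wells with vehicle and 100% = uninduced wells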
H37Rv inhibition = M. tuberculosis growth inhibition, HTS (AID 449762); M. tuberculosis H37Rv growth inhibition, 7H9 media; higher % means a stronger effect; inhibition, % at 25 µM; hits with a dose series show IC50 in µM; 0.59% of 330,000 active; in the data active = a potency from the dose series; inconclusive = inhibition above about 70% without an active follow-up result;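 also: bacterial growth assessed after seven days of incubation; strong numbers were not always called active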
VEEV TC-83 Vero 10K pilot screen = also measured in VEEV TC-83 Vero; calls as there; inhibition, %; measured here: 10K pilot screen inhibition
* hit, by the source's call; i = inactive; ? = inconclusive; / = not tested or not shown.

SMILES	tuberculosis growth	H1N1 NS1A inhibition	VEEV TC-83 Vero	Salmonella PhoP GFP	H37Rv inhibition	others
NC(=O)C1CCN(C(=S)NC2CC3C=CC2C3)CC1 (stereo not drawn)	5%	-3%	0.3%	-18%	-10%
Nc1ccccc1SCC(=O)Nc1nc(-c2ccccc2)cs1	32%	5%	3.2%	-2%	?
COc1cccc(NC(=S)N2CCCN(Cc3ccc(F)cc3)C2)c1	3%	5%	0.8%	2%	-9%
Cc1cc(C)c(CN2CCC(CO)(CCOc3ccccc3)CC2)cc1C	61%	3%	i	-1%	11%
CC1(C)CC(=O)C=C(NCCc2ccccc2)C1	15%	-3%	0.6%	-5%	8%
COc1ccc(S(=O)(=O)Nc2cccc(-c3ccc4nncn4n3)c2)cc1F	28%	-3%	6.0%	0%	1%
COc1cccc(/C=C(\C)C(=O)c2c(C)cc(C)[nH]c2=O)c1OC	4%	-8%	0.3%	-3%	3%
Cc1cccc(NC(=O)[C@@H](NC(=O)N2C[C@H]3C[C@@H](C2)c2cccc(=O)n2C3)C(C)C)c1	-2%	0%	0.1%	15%	-8%
CN1C(=O)[C@H]2[C@@H](/C=C/c3ccccc3)N3C(=O)CN(Cc4ccccc4)C(=O)[C@@]3(C)[C@H]2C1=O	37%	9%	i	7%	-4%
COc1ccc(Br)cc1/C=N/n1c(-c2ccccc2)n[nH]c1=S	-15%	-2%	0.4%	1%	-3%
O=C(c1ccc2nc(-c3ccco3)c(-c3ccco3)nc2c1)N1CCN(c2ccccc2)CC1	40%	3%	i	4%	60%
CN(CC(=O)Nc1ccc(S(=O)(=O)N2CCCC2)cc1)Cc1ccc(Cl)cc1Cl	9%	4%	0.4%	0%	-4%
CCOC(=O)c1[nH]cnc1C(=O)Nc1ccc([N+](=O)[O-])cc1	-5%	-10%	0.7%	-8%	10%
O=C(COC(=O)c1sc2cc(Cl)ccc2c1Cl)Nc1ncc(Cl)cc1Cl	36%	/	/	-13%	11%
O=C(CSc1nc2c(sc3ccccc32)c(=O)n1CCCN1CCCC1)NCC1CCCO1 (stereo not drawn)	15%	1%	3.1%	-7%	7%
Cc1cc(C)n2c(SCC(=O)N3CCN(S(=O)(=O)c4ccc(Cl)cc4)CC3)nnc2n1	-2%	19%	0.2%	7%	-7%
O=C(CNC(=O)c1ccccc1Br)N/N=C/c1cccnc1	-11%	-2%	3.2%	1%	1%
CCc1cccc(NC(=O)CSCc2nc3sc(C)c(C)c3c(=O)[nH]2)c1	33%	-15%	7.6%	/	-8%
Cc1ccccc1OCc1nc(-c2ccccc2)no1	25%	12%	8.4%	3%	-2%
O=S1(=O)N=C(c2ccccc2)C=C(c2ccccc2)N1	/	-6%	0.3%	/	/
O=C(CN1CCOCC1)N/N=C/c1ccccc1	-3%	-2%	1.6%	2%	-5%
CCCCc1ccc(NC(=S)NCc2ccccc2OC)cc1	?	-9%	0.7%	6%	46%
CCOc1ccc(N=Nc2c(N)[nH][nH]c2=O)cc1	?	-3%	1.3%	-6%	43%
Cc1cc(C(=O)N/N=C/c2c(C)[nH]c3ccccc23)n[nH]1	-3%	6%	8.1%	4%	-6%
COc1cccc(NC(=O)CCCCCN2C(=O)[C@@H]3Cc4ccccc4CN3C2=O)c1	-9%	-4%	1.9%	7%	-5%
CCC(=O)Nc1cccc(C2=NOC3(C2)C[C@@H](C(N)=O)N(C(=O)C(c2ccccc2)c2ccccc2)C3)c1 (stereo partly drawn)	21%	7%	i	-1%	-1%
Cn1c(=O)oc2cc(S(=O)(=O)N3CCCC(C(=O)NCC4COc5ccccc5O4)C3)ccc21 (stereo not drawn)	20%	12%	9.4%	/	1%
COc1ccccc1N(CC(=O)Nc1cc(C)on1)S(=O)(=O)c1cccc(C(F)(F)F)c1	14%	-6%	5.0%	/	0%
O=C(Nc1ccccc1C(=O)N1CCN(CCO)CC1)c1cccc([N+](=O)[O-])c1	-13%	11%	0.3%	-4%	-23%
N#C/C(=C\c1cn(Cc2ccc(C#N)cc2)c2ccccc12)C(=O)NCc1cccs1	-2%	-3%	2.1%	-3%	-23%
CC(=O)Nc1nc(-c2cccs2)cs1	18%	-6%	4.3%	-4%	-3%	VEEV TC-83 Vero 10K pilot screen=1.2
O=c1c2ccccc2nc(SCc2ccccc2Cl)n1Cc1ccccc1	5%	-2%	4.7%	-7%	0%
COc1cc(/C=C(\NC(=O)c2ccccc2)C(=O)NC(C(=O)O)c2ccccc2)cc(OC)c1OC (stereo not drawn)	-21%	2%	0.4%	-1%	-1%
COC(=O)C1(C)NC(c2ccc(O)cc2)C2C(=O)N(c3ccc(F)cc3)C(=O)C21 (stereo not drawn)	16%	-2%	1.1%	-6%	12%
CCN(C(=O)COC(=O)COc1ccc(Cl)c(C)c1)C1CCS(=O)(=O)C1 (stereo not drawn)	21%	-10%	3.7%	/	-7%
COc1ccccc1NCCC(=O)OCC(=O)Nc1ccccc1Cl	47%	-10%	i	/	-3%
CCN(CC)CCC(C)OC(=O)c1ccc(O)cc1O (stereo not drawn)	-8%	-4%	0.4%	-7%	-7%
COc1ccc(OCC(O)CN2CCCCCC2)cc1 (stereo not drawn)	2%	1%	i	7%	1%
CCOC(=O)C(=O)N=Nc1c(O)[nH]c2ccccc12	-6%	21%	0.1%	-2%	0%
Cc1ccccc1NC(=O)Cc1nc(CSc2nnc(C3CCCCC3)n2N)cs1	17%	-3%	4.8%	3%	-3%	VEEV TC-83 Vero 10K pilot screen=1.6
CCCC(=O)N(C1CC(C)C(C#N)(C#N)C1(C#N)C#N)N(C)C (stereo not drawn)	-3%	-13%	2.6%	-5%	2%
O=C1COc2ccc(C(=O)COC(=O)c3cccnc3Cl)cc2N1	-5%	-4%	2.7%	8%	0%
CCOc1c(N2CC(C)OC(C)C2)c(=O)c1=O (stereo not drawn)	-11%	-19%	0.9%	0%	-3%
COc1cc(/C=C/C(=O)c2ccc(NS(=O)(=O)c3ccc(C)cc3)cc2)cc(OC)c1O	12%	-6%	>25µM*	-7%	1%
COc1ccc(NC(=O)CSc2nc(-c3ccncc3)nn2CC(=O)N2CCCC2)cc1	1%	2%	i	-4%	-5%
CCN(CC)S(=O)(=O)c1cccc(-c2nc3n(n2)Cc2ccccc2-3)c1	7%	-1%	1.4%	-11%	6%
O=C(NCC1CCCN(Cc2ccc3c(c2)OCCO3)C1)c1ccc2c(c1)OCO2 (stereo not drawn)	13%	-15%	i	-8%	4%
O=C(NCc1ccccc1Cl)C(=O)NCC(c1ccco1)N1CCOCC1 (stereo not drawn)	0%	11%	i	9%	-4%
COc1cc(C(=O)N(C)CC2CCN(CCc3cccc(C(F)(F)F)c3)CC2)ccc1C	11%	0%	i	-6%	6%
Cc1cccc(NS(=O)(=O)c2ccc(C)c(C(N)=O)c2)c1	3%	-2%	0.6%	-1%	1%
O=C(c1ccc2nc[nH]c2c1)N1CCN(S(=O)(=O)c2cccc(F)c2)CC1	2%	-2%	2.2%	2%	1%
CCN(CC)C(=O)CSc1nnc(COc2ccc(OC)cc2)n1N	-1%	-3%	0.8%	-5%	4%
Cc1cccc(NC(=O)Cc2ccc(Br)cc2)n1	73%	2%	1.5%	-3%	6%
CCOC(=O)C(=Cc1cc(=O)c(OC)co1)C(=O)OCC	/	4%	i	/	/
c1ccc2c(CCc3ccncc3)cccc2c1	/	11%	9.4%	/	/
O=C(Nc1ncc2c(n1)-c1ccccc1CC2)c1ccc(F)cc1	?	-6%	4.9%	-13%	-3%
NC(=O)C1CCCN(C(=O)c2ccc3oc(Cc4ccc(Cl)cc4)nc3c2)C1 (stereo not drawn)	1%	11%	0.9%	0%	3%
CNS(=O)(=O)c1cccc(C(=O)OCCCC(=O)c2ccccc2)c1	19%	-9%	6.9%	/	-8%
COc1ccc(C(=O)NC(=S)N2CCOCC2)cc1[N+](=O)[O-]	-17%	-8%	2.2%	-9%	-5%
COc1cc(C2N3CC4(C)CN2CC(C)(C3)C4)ccc1O (stereo not drawn)	6%	14%	2.9%	1%	-1%

Filtered by structure, the entries above with fluorine
SMILES	tuberculosis growth	H1N1 NS1A inhibition	VEEV TC-83 Vero	Salmonella PhoP GFP	H37Rv inhibition	others
COc1cccc(NC(=S)N2CCCN(Cc3ccc(F)cc3)C2)c1	3%	5%	0.8%	2%	-9%
COc1ccc(S(=O)(=O)Nc2cccc(-c3ccc4nncn4n3)c2)cc1F	28%	-3%	6.0%	0%	1%
COc1ccccc1N(CC(=O)Nc1cc(C)on1)S(=O)(=O)c1cccc(C(F)(F)F)c1	14%	-6%	5.0%	/	0%
COC(=O)C1(C)NC(c2ccc(O)cc2)C2C(=O)N(c3ccc(F)cc3)C(=O)C21 (stereo not drawn)	16%	-2%	1.1%	-6%	12%
COc1cc(C(=O)N(C)CC2CCN(CCc3cccc(C(F)(F)F)c3)CC2)ccc1C	11%	0%	i	-6%	6%
O=C(c1ccc2nc[nH]c2c1)N1CCN(S(=O)(=O)c2cccc(F)c2)CC1	2%	-2%	2.2%	2%	1%
O=C(Nc1ncc2c(n1)-c1ccccc1CC2)c1ccc(F)cc1	?	-6%	4.9%	-13%	-3%

(listing goes on)
SMILES	tuberculosis growth	H1N1 NS1A inhibition	VEEV TC-83 Vero	Salmonella PhoP GFP	H37Rv inhibition	others
CN(C)S(=O)(=O)N1CCN(C(=O)N2CCCCCC2)CC1	0%	-3%	3.0%	-7%	-10%
CCOc1ccccc1NC(=O)C1C2C=CC(C2)C1C(=O)O (stereo not drawn)	/	3%	2.6%	10%	/	VEEV TC-83 Vero 10K pilot screen=0.5
COc1ccc(CCNS(=O)(=O)c2ccc3c(c2)OCCO3)cc1	17%	3%	i	3%	3%
O=C(Cc1ccc(NC(=O)C2CCCN(C(=O)C3CC3)C2)cc1)Nc1cccc(C(=O)N2CCCCC2)c1 (stereo not drawn)	/	13%	0.5%	/	/
COc1ccc(NC(=O)CCc2nc3ccccc3s2)c(OC)c1	45%	-6%	1.1%	7%	-7%
CCOC(=O)c1ccc(NC(=O)Nc2ccc(Cl)cn2)cc1	-15%	-4%	0.1%	0%	2%
O=C(NNS(=O)(=O)c1ccccc1)C1CCN(S(=O)(=O)c2ccccc2)CC1	-4%	7%	5.3%	7%	-6%
O=C(COc1ccc([N+](=O)[O-])cc1)NC(=O)NC1CCS(=O)(=O)C1 (stereo not drawn)	/	-2%	2.2%	/	/
Cc1ccc(C)c(NCC(=O)c2ccc(Cl)cc2)c1	?	8%	1.1%	-1%	6%
COc1ccc(NC(=O)c2cccc(C(=O)Nc3ccc(OC)cc3)n2)cc1	3%	/	/	-2%	9%
CN1Cc2cccnc2N(C)Cc2cc(Cl)ccc21	48%	6%	0.7%	-9%	6%
CCCN(CC(=O)Nc1ccccc1OC)C(=O)c1cc2ccccc2o1	31%	-2%	0.4%	12%	4%
COc1cccc(C(=O)c2c[nH]c(C(=O)NCCCN3CCOCC3)c2)c1	-24%	-5%	0.2%	7%	3%
O=C(CSc1ncnc2c1oc1ccccc12)N1CCN(c2ccccc2)CC1	?	2%	4.6%	-7%	-15%
O=C(NCCSCc1ccco1)Nc1ccccc1	12%	-8%	i	4%	9%
COc1ccc(N(CC(=O)N2CCc3ccccc32)S(=O)(=O)c2c(C)nn(C)c2C)cc1	4%	-2%	1.2%	12%	-4%
CC(=O)N(C(C)=O)c1c(N2CCOCC2)c2ccccc2oc1=O	-18%	-2%	6.5%	0%	-9%
COc1ccc(/C=C2\CCn3c2nc2ccccc2c3=O)cc1OC	6%	-2%	4.3%	-4%	7%
CC(=O)Nc1c(C)nn(-c2ccc([N+](=O)[O-])cc2)c1C	-12%	-4%	1.5%	5%	-4%
Cc1cc(C)n(C(=O)C23CC4CC(CC(C4)C2)C3)n1	-3%	/	/	-6%	11%
CN(C)c1ccc(C=c2c3cc(O)ccc3n3c2cc(-c2ccccc2)[n+]3C)cc1	/	3.8µM*	0.0%	/	/
CSC(SC)=C(C(C)=O)C(=O)c1ccc(C)cc1	19%	-3%	1.5%	8%	13%
CCn1c(SCC(=O)Nc2nc(-c3ccc(C)cc3)cs2)nnc1-c1ccccc1	-4%	25%	1.8%	-8%	-24%
COC(=O)C1=C(C)N(C)C(C)=C(C(=O)OC)C1c1ccsc1	-5%	0%	3.5%	14%	40%
CC(C(Sc1ccccc1N)c1ccccc1)[N+](=O)[O-] (stereo not drawn)	?	1%	55%	20%	19µM*
CC1CCCCN1C(=O)Cn1cc(C=C2C(=O)N(C)C(=O)N(C)C2=O)c2ccccc21 (stereo not drawn)	14%	-9%	4.0%	-6%	-3%
Cc1ccccc1C(=O)Nc1ccnn1C1CCN(C(=O)c2cnsn2)CC1	-4%	-8%	1.1%	4%	-2%
